Screens deposited in PubChem BioAssay by IUPUI and University of Michigan.
ST2 IL33 inh – inhibitors of human ST2 (IL1RL1) binding to IL-33, primary screen, biochemical, AlphaLISA | AlphaLISA ST2-Fc/biotin-IL-33 interaction, 1 h | inhibition, % for hits at 17 µM | 78,000 tested, 2.3% active; in the data active means inhibition above about 30%; inconclusive means mostly about 10% to 28%
Target sequence (Q01638 whole entry, looked up): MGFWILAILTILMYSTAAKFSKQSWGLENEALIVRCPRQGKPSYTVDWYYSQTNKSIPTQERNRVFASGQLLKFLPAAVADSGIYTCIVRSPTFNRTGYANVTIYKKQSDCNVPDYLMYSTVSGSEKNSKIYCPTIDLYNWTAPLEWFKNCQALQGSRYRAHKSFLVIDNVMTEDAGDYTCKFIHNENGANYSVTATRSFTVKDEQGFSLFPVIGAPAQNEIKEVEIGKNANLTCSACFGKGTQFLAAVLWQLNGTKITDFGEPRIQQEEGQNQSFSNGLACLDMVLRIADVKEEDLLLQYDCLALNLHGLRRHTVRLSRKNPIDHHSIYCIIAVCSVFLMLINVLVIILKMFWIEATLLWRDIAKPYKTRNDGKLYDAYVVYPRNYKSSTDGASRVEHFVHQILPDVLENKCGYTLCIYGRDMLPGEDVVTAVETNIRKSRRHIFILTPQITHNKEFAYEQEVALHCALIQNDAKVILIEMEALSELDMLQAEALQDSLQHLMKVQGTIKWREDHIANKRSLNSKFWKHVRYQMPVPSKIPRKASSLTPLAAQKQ
An asterisk follows results filed as active; i = inactive; ? = inconclusive.

| Structure | ST2 IL33 inh |
| --- | --- |
| COc1ccccc1Oc1nc2c(c(=O)n(C)c(=O)n2C)n1Cc1ccccc1 | i |
| O=c1c(F)cn(C2CCCO2)c(=O)n1Cc1c(Cl)cccc1Cl (centres undefined) | ? |
| O=C(Cn1cnc2ccccc21)N1CCCC(N2CCN(c3ccccc3F)CC2)C1 (centres undefined) | i |
| CO[C@@H]1CO[C@H]2[C@@H]1OC[C@@H]2n1nnnc1C(C)C | i |
| COc1ccc2[nH]c(=O)c(CN(C)CCc3scnc3C)cc2c1 | ? |
| c1ccc(C2=NN3COc4ccccc4C3C2)cc1 (centres undefined) | i |
| CN(Cc1cc(C2CC2)on1)Cc1cc2n(n1)CCNC2 | i |
| O=C(c1ccc(F)cc1)N1CC[C@@H](c2ccc3ccccc3c2)[C@H](O)C1 | ? |
| O=C(Cn1c(=O)n(-c2cc(F)ccc2F)c(=O)c2sccc21)NC1CCCC1 | i |
| C[C@H](C(=O)N1CCOCC1)C1CC[C@@]2(C)Cc3sc(-c4ccccc4)nc3[C@@H](C)[C@@H]2[C@H]1O (some centres undefined) | ? |
| O=C(NC1CCCCCC1)C1CC(=O)N(C2CCCCCC2)C1 (centres undefined) | ? |
| O=C(Nc1cccc(F)c1)NC1CCCCC1 | i |
| CC(=O)Nc1cccc(C(=O)N(C)CCC(C)N2CCCC2)c1 (centres undefined) | i |
| Cc1nc(N2CCN(c3ccc(F)cc3)CC2)c2c(C)c(C)sc2n1 | i |
| N#CC1=C(N)n2c(nc3ccccc32)NC1c1ccc(F)cc1 (centres undefined) | i |
| COc1ccc(NC(=O)C(C)(C)Oc2ccc(Cl)cc2)cc1OC | i |
| CC(C)C(NC(=O)c1nn(C)c2c1CCCC2)c1nnc2n1CCNCC2 (centres undefined) | i |
| CN1C(=O)[C@H]2CN(C(=O)c3cc(COc4cccc(F)c4)[nH]n3)C[C@H]2C1=O | i |
| CC(C)(C)CN1CC[C@H](c2nnc(-c3ccco3)o2)C1 | i |
| O=C1C2[C@H](C(=O)N1Cc1ccccc1)C1c3ccccc3C2(C(=O)O)c2ccccc21 (some centres undefined) | i |
| Cc1nnc(-c2cccc(-c3cc(N)nc4[nH]ccc34)c2)s1 | i |
| COc1cccc(-n2c(SCC(=O)NCC3CCCO3)nc3c([nH]c4ccccc43)c2=O)c1 (centres undefined) | i |
| NC(=O)c1ccc(NC(=O)C2CC2(c2ccccc2)c2ccccc2)cc1 (centres undefined) | i |
| Cn1c(=O)cc(SCC(=O)NCCCN2CCCC2)c2ccccc21 | i |
| CC(C)c1ocnc1-c1nc(CC2CCN(C)CC2)no1 | ? |
| COc1ccc(-c2nnc(C[C@@H]3C[C@@H](C(C)C)[C@H](CN4CC[C@H](NC(C)=O)C4)C=C3C)o2)cc1 | i |
| CC(C)NC(=O)CSc1nc(-c2ccc3c(c2)OCO3)nc2cc(=O)[nH]n12 | i |
| CC(C)(C)NC(=O)CN1C(=O)C2CCCCN2c2ccc(S(=O)(=O)N3CCCCC3)cc21 (centres undefined) | i |
| CC1=NCCN1S(=O)(=O)c1cc(C)c(Cl)cc1Cl | i |
| O=c1cc(-c2ccccc2)c2ccc(O)cc2o1 | i |
| O=C(CSc1nnc(Cc2cc(=O)[nH]c(=O)[nH]2)n1-c1ccccc1)N1CCc2ccccc21 | i |
| CN(Cc1nc2ccc(F)cc2[nH]1)c1ccc(-c2nccn2C)nn1 | ? |
| Cc1sc2c(c1C)c(=O)n(-c1ccc(Cl)cc1)c(=O)n2Cc1cc(=O)n2ccccc2n1 | i |
| O=C1NC(=Nc2ccccc2)S/C1=C/c1cc(Br)cc(Cl)c1O | ? |
| COc1ccc(Br)c2c1-c1nc(NC(=O)c3cccc(F)c3)sc1C2 | i |
| Cc1nnc(SCC(=O)N(C)CCC2CCCCO2)s1 (centres undefined) | i |
| Cc1cccc(N(C)C(=O)CCS(=O)(=O)c2cccc3nonc23)c1 | i |
| O=C(NC1CCCCC1)C1CC1c1ccccc1 (centres undefined) | i |
| Cn1cnc2cc(C(=O)Nc3cnc4n3CCCC4)cnc21 | ? |
| Cc1cccc(N2CCN(C(=O)CCS(=O)(=O)c3ccc4c(c3)CC(=O)N4C)CC2C)c1 (centres undefined) | i |
| CCCCNC(=O)C1c2ccccc2C(=O)N2CCc3cc(OCC)c(OCC)cc3C12 (centres undefined) | i |
| OC(COc1ccc(F)cc1)CN1CCN(c2ccccc2F)CC1 (centres undefined) | i |
| O=C(CSCC(O)Cn1c2ccccc2c2ccccc21)Nc1ccccc1 (centres undefined) | i |
| O=C(Nc1ccc(S(=O)(=O)Nc2ncccn2)cc1)c1cc2cc([N+](=O)[O-])ccc2s1 | i |
| CC1(C)CC(=O)C2=C(C1)N(c1ccccc1C#N)C(N)=C(C#N)C2c1ccc2c(c1)OCO2 (centres undefined) | i |
| CSc1nsc(SC)c1NC(=O)Nc1ccccc1 | i |
| O=C1CCC([N+](=O)[O-])C(c2ccc(Br)cc2)N1 (centres undefined) | ? |
| Cc1ccc(NC(=O)Cc2c(C(=O)O)[nH]c3ccc(Cl)cc23)cc1F | i |
| Nc1nonc1-c1nc2ccccc2n1CC(=O)Nc1cccc(Br)c1 | i |
| CCOc1ccccc1NC(=O)c1cnc(N2CCN(c3ccccn3)CC2)c2ccccc12 | ? |
| CC1=NOC(C(=O)NCCC(=O)Nc2ccc(C)cc2C)C1 (centres undefined) | ? |
| O=c1oc2ccc(Cl)cc2nc1C=C(O)c1cccc([N+](=O)[O-])c1 | i |
| CCOc1ccc(Br)cc1S(=O)(=O)NCc1ccccc1 | ? |
| CC(=O)N1CCC2(CC1)CC(=O)c1cc(OCC(=O)NCc3ccc4c(c3)OCO4)ccc1O2 | ? |
| CCN(CC)Cc1cnc2c(C(=O)NC3CCc4ccccc43)cnn2c1 (centres undefined) | i |
| CCCCNC(=O)c1cc(-c2ccco2)on1 | i |
| Cc1nn(CCCC(=O)Nc2c(C)n(C)n(-c3ccccc3)c2=O)c(C)c1[N+](=O)[O-] | i |
| O=S(=O)(c1ccccc1)N(CCO)Cc1ccccc1 | i |
| Cc1nc(N2CCOCC2)c2c(C)c(C(=O)N3CCC4(CC3)OCCO4)sc2n1 | i |
| O=C(O)CCC(=O)Nc1sc2c(c1C(=O)O)CCCC2 | i |

Going on with the list.
| Structure | ST2 IL33 inh |
| --- | --- |
| Cc1ccc2cc3cc(C(=O)NC(C)C)sc3nc2c1 | i |
| O=C(O)CCN1C(=O)c2ccc(NC(=O)c3ccco3)cc2C1=O | ? |
| C/C=C/C=C/C(=O)OC1CC/C=C/C(O)C(O)C(CCC)OC1=O (centres undefined) | i |
| Cc1cc(C)n(Cc2ccc(C(=O)N3CCCC(O)(CO)C3)cc2)n1 (centres undefined) | i |
| COc1ccc(OC)c(CN2CCN(c3ncnc4[nH]ccc34)CC2)c1 | i |
| O=C(CCC1CCN(CCCC(F)(F)F)CC1)Nc1ccccc1Cl | i |
| COC(=O)C1C(=O)C2=C(CC1C)NC(C)=C(C(=O)OC1CCCC1)C2c1cccc(F)c1 (centres undefined) | i |
| COCc1nc(NCC2CCS(=O)(=O)C2)c2cnn(C)c2n1 (centres undefined) | i |
| Fc1cccc(-c2nnc3n2N=C(c2cccc(Br)c2)CS3)c1 | i |
| CC1(C)CC(=O)C2=C(C1)OC(N)=C(C#N)C2c1ccco1 (centres undefined) | i |
| CCOC(=O)c1cccnc1N1CCCC2(C1)C(=O)Nc1ccccc12 (centres undefined) | ? |
| O=c1[nH]c2ccc(S(=O)(=O)NCc3ccccn3)cc2s1 | i |
| CCS(=O)(=O)c1ccc2oc(=O)c(C=C(O)c3ccco3)nc2c1 | i |
| O=c1oc(-c2ccccc2)nc2c1C1(CCCC1)Cc1ccccc1-2 | 48.0%* |
| Cc1ccc(C(C)C)c(OCCNCc2ccco2)c1 | i |
| COc1ccc(OC)c(-c2cc(C(=O)N3CCCCC3C)no2)c1 (centres undefined) | i |
| O=CN1CCN(C(=O)c2cccc3c2-c2ccccc2C3=O)CC1 | i |
| CCOC(=O)C(C)Oc1ccc2cc(-c3nc4ccccc4s3)c(=O)oc2c1 (centres undefined) | ? |
| Cc1ccc(-n2cc(CN(C)CCc3c(C)n[nH]c3C)c(-c3ccc(F)cc3)n2)cc1 | i |
| CCN1C(=O)CSc2ccc(C(=O)NCc3cccs3)cc21 | i |
| CNC(=O)CC1C(=O)NCCN1C(=O)c1cc2ccccc2n1C (centres undefined) | i |
| Cc1ccccc1CCC1CCCN(C(=O)Cn2cc(C)c(=O)[nH]c2=O)C1 (centres undefined) | i |
| CC1(C)CC(=O)C2=C(C1)N(c1ccccc1C#N)C(N)=C(C#N)C2c1cccs1 (centres undefined) | i |
| CC(=O)Oc1ccc(-c2nc3ccc(C)cc3s2)cc1 | i |
| O=C(O)C1C2C=CC3(CN(CCc4ccccc4)C(=O)C13)O2 (centres undefined) | ? |
| CN(C1CCCCC1)S(=O)(=O)c1ccc2[nH]c(=O)cc(C(=O)NCc3ccc(F)cc3)c2c1 | i |
| CCCc1cc(C(=O)Nc2cccnc2)no1 | i |
| COc1ccc(S(=O)(=O)N2CCSC2c2ccc(OC)c(OC)c2)cc1 (centres undefined) | i |
| O=C(Nc1ccc2cccnc2c1)c1ccc(Br)cc1 | ? |
| O=C(CCNC(=O)c1ccccc1F)NCCc1cnc[nH]1 | ? |

Given as labelled records: 4 of the compounds above.
Structure: CC1(C)CC(=O)C2=C(C1)OC(N)=C(C#N)C2c1ccco1 (centres undefined)
  ST2 IL33 inh: i

Structure: CCOC(=O)c1cccnc1N1CCCC2(C1)C(=O)Nc1ccccc12 (centres undefined)
  ST2 IL33 inh: ?

Structure: O=c1[nH]c2ccc(S(=O)(=O)NCc3ccccn3)cc2s1
  ST2 IL33 inh: i

Structure: CCS(=O)(=O)c1ccc2oc(=O)c(C=C(O)c3ccco3)nc2c1
  ST2 IL33 inh: i

In another format: entries from further up
> CCCc1cc(C(=O)Nc2cccnc2)no1
  ST2 IL33 inh = i

> COc1ccc(S(=O)(=O)N2CCSC2c2ccc(OC)c(OC)c2)cc1 (centres undefined)
  ST2 IL33 inh = i

> O=C(Nc1ccc2cccnc2c1)c1ccc(Br)cc1
  ST2 IL33 inh = ?

> O=C(CCNC(=O)c1ccccc1F)NCCc1cnc[nH]1
  ST2 IL33 inh = ?

Further entries follow:
| Structure | ST2 IL33 inh |
| --- | --- |
| Cc1ccsc1[C@@H]1CCN(C(=O)c2ccc(-c3ncn[nH]3)cc2)C[C@H]1O | i |
| COc1cc(C(=O)Nc2ccc(Cl)cc2[N+](=O)[O-])cc(OC)c1OC | ? |
| N#Cc1c2n(c3c(=O)[nH]cnc13)CCCC2 | i |
| O=c1cc(-c2ccc(O)c(O)c2)oc2ccccc12 | i |
| COc1ccc(C2=Cc3cc(OC)c(OC)cc3/C(=C/c3ccccc3)O2)cc1 | i |
| COc1ccccc1N1CCN([C@@H]2[C@H](O)[C@H](CO)O[C@@H]2CNC(=O)Nc2cccc(Cl)c2)CC1 | i |
| CC1=C(C(=O)Nc2cc(C)ccn2)C(c2ccc(Br)cc2)C2=C(CCCC2=O)N1 (centres undefined) | i |
| COc1cc(C(=O)Nc2ccc(S(=O)(=O)Nc3nccs3)cc2)cc(OC)c1OC | ? |
| COc1nc(N)nc(OC)c1-c1ccccc1 | ? |
| CCCCn1cnc2oc(-c3ccccc3)c(-c3ccccc3)c2c1=N | i |
| COc1ncccc1-c1ccc(C(=O)C(C)C)s1 | ? |
| Cc1ccccc1-c1nnn(CC(=O)NCCc2ccccc2)n1 | i |
| Cc1cc(C)nc(NS(=O)(=O)c2ccc(NC(=O)c3sc4ccccc4c3Cl)cc2)n1 | i |
| COc1ccccc1CN1C[C@@H]2C[C@@H](c3cnn(-c4ccccc4F)c3)N3CCC[C@@]23C1=O | i |
| CN1CCc2c(sc3c2C(=O)NC(c2cccc(Cl)c2)N3)C1 (centres undefined) | i |
| Cc1nc2nc(SCC(=O)NC3CC3)nn2c(C)c1Cc1ccccc1 | i |
| Cc1cccc(-n2ncc3c(Nc4ccc(F)c(Cl)c4)ncnc32)c1 | i |
| O=C(NCc1ccccc1Cl)c1ccc(NC2=NC3CS(=O)(=O)CC3S2)cc1 (centres undefined) | ? |
| Fc1ccc2nc(Nc3ccccc3)sc2c1 | i |
| CC1=C(C(=O)OC(C)C)C(c2cc(Br)ccc2F)CC(=O)N1 (centres undefined) | i |
| Cc1cc(NC(=O)CN2CCCC(Nc3ccc(C(C)C)cc3)C2)no1 (centres undefined) | ? |
| Cc1sc2nc3c(C(=O)NCc4cccs4)cccn3c(=O)c2c1C | i |
| CCC(=O)N1c2ccccc2-c2nnc(SC)nc2OC1c1cccs1 (centres undefined) | ? |
| COc1ccccc1C1Nc2ccc(C(=O)c3ccccc3)cc2NC2=C1C(=O)CCC2 (centres undefined) | ? |
| C=CCn1c(CN2CCC3(CCOCC3)CC2)nc2ccccc21 | i |
| COc1ccc2oc(=N)c(C(=O)Nc3ccc(C)cc3)cc2c1 | ? |
| Cc1noc(C)c1CC(=O)NCCN1Cc2ccccc2OC(c2ccsc2)C1 (centres undefined) | i |
| COc1ccc(C2(CNC(=O)c3ccc(Br)o3)CCOCC2)cc1 | ? |
| COC[C@H]1CCCN1C(=O)[C@@H](C)C1CC[C@@]2(C)CC[C@H](NC(=O)Cc3ccccc3)[C@@H](C)[C@@H]2[C@H]1O (some centres undefined) | ? |
| O=C(CCCNS(=O)(=O)c1cccs1)N1CCc2ccccc2C1 | i |
| CCN1CCCC(C(=O)Nc2ccc(-c3cccc(OC)c3)cc2)C1 (centres undefined) | i |
| Cc1cc(=O)oc2cc(OCC(=O)N3CCCCCC3)ccc12 | ? |
| COc1ccc(NC(=O)C2CC(=O)N(C)C(=Nc3ccc(Cl)c(Cl)c3)S2)cc1 (centres undefined) | i |

These rows are one share of the data; the hit share may differ from the screen's.
